High-throughput results: PubChem BioAssay, several laboratories
STK33 kinase inh: human STK33 kinase inhibition | 0.073% of 320,000 active | inhibition, % at 10 µM | purified STK33, MBP phosphorylation, ADP-Glo luminescence;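 active means inhibition at or above 25%, using the most active replicate where run in duplicate; inactive means inhibition below 25%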
Target sequence (Q9BYT3 whole entry, looked up): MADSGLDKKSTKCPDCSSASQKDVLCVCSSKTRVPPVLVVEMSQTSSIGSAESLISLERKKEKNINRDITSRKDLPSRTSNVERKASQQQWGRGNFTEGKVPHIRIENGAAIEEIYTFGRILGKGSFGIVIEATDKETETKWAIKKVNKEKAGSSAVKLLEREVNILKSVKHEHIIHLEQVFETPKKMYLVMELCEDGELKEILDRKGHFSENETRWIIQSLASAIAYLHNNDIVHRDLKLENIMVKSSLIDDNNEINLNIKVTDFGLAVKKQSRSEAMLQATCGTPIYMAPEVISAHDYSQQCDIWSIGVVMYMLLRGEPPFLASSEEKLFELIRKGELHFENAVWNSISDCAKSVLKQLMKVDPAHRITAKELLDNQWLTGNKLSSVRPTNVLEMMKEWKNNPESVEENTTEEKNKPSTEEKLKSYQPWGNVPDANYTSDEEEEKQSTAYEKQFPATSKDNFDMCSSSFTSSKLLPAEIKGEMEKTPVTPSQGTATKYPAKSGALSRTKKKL
OX1R antag: blocks the human orexin 1 receptor; O43613; OX1R-expressing cells, FRET antagonist read-out; inhibition, % at 6.6 µM; 1.8% of 330,000 active; AID 485270; in the data active means inhibition mostly above about 38%, no sharp cut-off; inactive means mostly below about 40%;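 further: 0% = agonist challenge alone and 100% = reference antagonist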
Target sequence (O43613 whole entry, looked up): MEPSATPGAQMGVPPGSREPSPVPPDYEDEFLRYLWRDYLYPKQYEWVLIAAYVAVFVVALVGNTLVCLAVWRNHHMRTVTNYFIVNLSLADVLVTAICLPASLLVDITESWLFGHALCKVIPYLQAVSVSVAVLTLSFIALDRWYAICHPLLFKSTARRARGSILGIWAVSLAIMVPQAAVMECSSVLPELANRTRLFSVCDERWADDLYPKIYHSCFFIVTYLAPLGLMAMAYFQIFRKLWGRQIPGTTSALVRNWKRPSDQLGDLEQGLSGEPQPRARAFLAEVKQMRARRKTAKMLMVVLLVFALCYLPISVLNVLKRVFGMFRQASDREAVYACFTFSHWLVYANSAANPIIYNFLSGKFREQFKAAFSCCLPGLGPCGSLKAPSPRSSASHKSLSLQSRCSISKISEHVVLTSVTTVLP
KCNQ2 inh: KCNQ2 channel blockers in CHO-K1 cells – cell-based, FluxOR thallium flux, B-score, primary screen (AID 2156). 20 min; stronger effect = lower value. B-score at 10 µM. 1.1% of 310,000 active;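 active means fluorescence ratio B-score at most minus 3 library SDs, with starting brightness B-score within 2 library SDs, cut at about -5.5 in these data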
Numbers without * were called inactive.

The first three entries (preview)
Screening CC(C(=O)OCC(=O)NC1CCCC1)N1C(=O)c2ccccc2C1=O (stereo not drawn) returned STK33 kinase inh -0.3 and OX1R antag 10.8.
O=C(N/N=C/c1ccc[nH]1)c1cc(-c2ccc(Cl)cc2)nc2ccccc12 was read as STK33 kinase inh -3.0, OX1R antag 8.5 and KCNQ2 inh inactive.
Screening Cc1cccc(C(=O)NCC(=O)N2CCN(c3ccc(Cl)cc3)CC2)c1 returned STK33 kinase inh -3.9, OX1R antag 0.9 and KCNQ2 inh inactive.

The whole of this part (from the top)
Screening CC(C(=O)OCC(=O)NC1CCCC1)N1C(=O)c2ccccc2C1=O (stereo not drawn) returned STK33 kinase inh -0.3 and OX1R antag 10.8.
O=C(N/N=C/c1ccc[nH]1)c1cc(-c2ccc(Cl)cc2)nc2ccccc12 was read as STK33 kinase inh -3.0, OX1R antag 8.5 and KCNQ2 inh inactive.
Screening Cc1cccc(C(=O)NCC(=O)N2CCN(c3ccc(Cl)cc3)CC2)c1 returned STK33 kinase inh -3.9, OX1R antag 0.9 and KCNQ2 inh inactive.
For Cc1cc(C)c(C#N)c(SCC(=O)Nc2ccccc2C)n1 the results were STK33 kinase inh 4.3, OX1R antag 7.7 and KCNQ2 inh inactive.
`C(#Cc1ccccc1)CN1CCN(c2ccccn2)CC1` gave STK33 kinase inh 0.8, OX1R antag 19.3 and KCNQ2 inh inactive.
`CC(C)Cc1ccc(C(C)C(N)=NCCc2ccccc2)cc1` (stereo not drawn) gave STK33 kinase inh 0.6 and KCNQ2 inh inactive.
`Cc1ccnc(NS(=O)(=O)c2ccc(NC(=O)Cc3cccs3)cc2)n1` gave STK33 kinase inh -0.3, OX1R antag 11.3 and KCNQ2 inh inactive.
`COc1ccc(C2NC(=S)N(c3ccccc3)C(C)=C2C(=O)Nc2ccccc2)cc1` (stereo not drawn) gave STK33 kinase inh -0.5, OX1R antag 7.1 and KCNQ2 inh inactive.
Cc1nn(-c2ccccc2)c(N2CCCCC2)c1/C=N/O was read as STK33 kinase inh -1.1, OX1R antag 11.8 and KCNQ2 inh inactive.
For CCCC(=O)NCCc1nc2ccccc2n1CCC the results were STK33 kinase inh -1.6, OX1R antag -6.5 and KCNQ2 inh inactive.
`COC(=O)C1=C(C)NC(=O)/C1=C\c1cc(C)n(-c2ccc(F)cc2)c1C` gave STK33 kinase inh -0.2, OX1R antag 1.6 and KCNQ2 inh inactive.
`Cc1ccc(S(=O)(=O)N2CCC(C(=O)Nc3nnc(-c4ccc(F)cc4)s3)CC2)cc1` gave STK33 kinase inh -0.7, OX1R antag 36.8 and KCNQ2 inh inactive.
CCOc1ccc(C(=O)Cc2cc3cccc(OC)c3oc2=O)cc1 was read as STK33 kinase inh -0.1, OX1R antag 11.7 and KCNQ2 inh inactive.
For COc1cc(OC)cc(C(=O)N[C@H](C(=O)Nc2ccc3c(c2)OCO3)C(C)C)c1 the results were STK33 kinase inh -0.7, OX1R antag 21.2 and KCNQ2 inh inactive.
Screening CC(C)NC(=O)NC(=O)COc1cccc2c1OC(C)(C)C2 returned STK33 kinase inh -1.0, OX1R antag 6.7 and KCNQ2 inh inactive.
For O=C(COC(=O)c1ccc[n+]([O-])c1)Nc1ccc([N+](=O)[O-])cc1C(F)(F)F the results were STK33 kinase inh -1.9 and OX1R antag 33.0*.
`CN1C(C(=O)NCC2CC2)CC2Cn3c(nc4ccccc43)C21` (stereo not drawn) gave STK33 kinase inh 3.8, OX1R antag 36.0 and KCNQ2 inh inactive.
`O=C(c1ccccc1)N1CCN(C(=O)c2ccccc2)CC1` gave STK33 kinase inh -4.4, OX1R antag 7.2 and KCNQ2 inh inactive.
For C=CCOc1ccc(C=NNc2ccc(S(=O)(=O)Nc3ccccc3C(=O)O)cc2[N+](=O)[O-])cc1OC the results were STK33 kinase inh 0.6 and OX1R antag 9.4.
For CN(Cc1ccccc1)C(=O)c1ccco1 the results were STK33 kinase inh -0.3, OX1R antag 3.2 and KCNQ2 inh inactive.
For Cc1nc(Cc2nnc(SC(C)C(=O)Nc3cccc(C#N)c3)o2)cs1 (stereo not drawn) the results were STK33 kinase inh 1.1, OX1R antag 12.4 and KCNQ2 inh inactive.
For Cc1ccc(NC(=O)CSCC(=O)N2CCN(C(=O)c3ccco3)CC2)cc1 the results were STK33 kinase inh 0.7 and OX1R antag 1.6.
`CN1CCN(c2oc(-c3ccccc3)nc2S(=O)(=O)c2ccccc2)CC1` gave STK33 kinase inh -1.7 and OX1R antag 3.3.
Cc1cc(NC(=O)CCCC(=O)O)nc(C)n1 was read as STK33 kinase inh -0.9, OX1R antag 5.6 and KCNQ2 inh inactive.
For O=C(CNC(=O)Cc1ccccc1)NCc1cccs1 the results were STK33 kinase inh -0.8 and OX1R antag 0.6.
COc1ccc(Br)cc1CNC(C)c1ccccc1 (stereo not drawn) was read as STK33 kinase inh -1.8, OX1R antag 11.1 and KCNQ2 inh inactive.
CC1CCN(C(=O)c2ccc(NC(=O)c3cccs3)cc2)CC1 was read as STK33 kinase inh -0.7, OX1R antag 12.1 and KCNQ2 inh inactive.
COc1ccc(N/N=C(\C#N)C(=O)NCCc2ccc(OC)c(OC)c2)cc1 was read as STK33 kinase inh 6.9, OX1R antag 3.2 and KCNQ2 inh inactive.
For COCc1nnc(NS(=O)(=O)c2ccc(F)cc2)s1 the results were STK33 kinase inh -0.3, OX1R antag 0.6 and KCNQ2 inh inactive.
Screening O=C(c1ccc(CN2CCOCC2)cc1)N1CCC(Cc2ccccc2)CC1 returned STK33 kinase inh -1.0, OX1R antag 17.8 and KCNQ2 inh inactive.
`COc1ccc2nc(SCC(=O)c3c(N)n(C4CC4)c(=O)[nH]c3=O)[nH]c2c1` gave STK33 kinase inh 0.0 and OX1R antag 7.0.
COc1ccc(C(=O)N/C(=C/c2ccccc2F)C(=O)NCCN2CCOCC2)cc1OC was read as STK33 kinase inh -2.3, OX1R antag 17.6 and KCNQ2 inh inactive.
For O=C(NC(=S)Nc1ccc2c(c1)OCO2)c1ccc(Cl)cc1 the results were OX1R antag 6.3 and KCNQ2 inh inactive.
Screening COCCN=C1NN=C(c2ccc(NC(C)=O)cc2)CS1 returned STK33 kinase inh 0.7, OX1R antag 12.7 and KCNQ2 inh inactive.
CC[C@H](C)Cc1cn([C@@H](CCCN=C(NC(=O)OC(C)(C)C)NC(=O)OC(C)(C)C)C(=O)NCCCCCCCCCCC(=O)N2CCN(C(=O)OC(C)(C)C)CC2)nn1 was read as STK33 kinase inh -0.4 and OX1R antag 7.5.
Cc1ccc(NC(=O)C(NS(=O)(=O)c2cccc3nsnc23)C(C)C)nc1 (stereo not drawn) was read as STK33 kinase inh -0.2, OX1R antag 30.6 and KCNQ2 inh inactive.
For O=C(/C=C/c1ccc(OC(F)F)cc1)Nc1cccc(S(=O)(=O)N2CCOCC2)c1 the results were STK33 kinase inh 1.0, OX1R antag 9.7 and KCNQ2 inh inactive.
O=C(CCNC(=O)c1ccc([N+](=O)[O-])cc1)Nc1ccccc1N1CCCC1 was read as STK33 kinase inh -3.4, OX1R antag 25.0 and KCNQ2 inh inactive.
For Cc1c(Cl)c(C(F)(F)F)nn1CC(=O)N1CCSCC1 the results were STK33 kinase inh -1.0, OX1R antag 10.3 and KCNQ2 inh inactive.
For COc1ccc(C)cc1S(=O)(=O)N(CC(=O)Nc1cccc([N+](=O)[O-])c1)c1ccc(C)cc1 the results were STK33 kinase inh -1.1, OX1R antag 19.4 and KCNQ2 inh inactive.
OCCN(CCCn1c(-c2ccncc2)nc2ccccc21)c1nc(CN2CCCCC2)cs1 was read as STK33 kinase inh -0.6, OX1R antag 20.1 and KCNQ2 inh inactive.
NS(=O)(=O)c1ccc(N/N=C/c2ccc[nH]2)c([N+](=O)[O-])c1 was read as STK33 kinase inh -0.7, OX1R antag 33.9 and KCNQ2 inh inactive.
Screening CC(NC(=O)Nc1ccc(Br)cc1)C(C)(C)C (stereo not drawn) returned STK33 kinase inh -3.1, OX1R antag 12.1 and KCNQ2 inh inactive.
O=C(Cn1cc(C(=O)C(F)(F)F)c2ccccc21)NCc1ccco1 was read as STK33 kinase inh -1.5, OX1R antag 23.7 and KCNQ2 inh inactive.
`COc1ccc(NC(=O)CSc2nnnn2C2CCCCC2)c(OC)c1` gave STK33 kinase inh 0.1, OX1R antag 8.0 and KCNQ2 inh inactive.
Screening CN(C(=O)COC(=O)c1ccc(Br)c([N+](=O)[O-])c1)c1c(N)n(Cc2ccccc2)c(=O)[nH]c1=O returned STK33 kinase inh -0.6, OX1R antag 28.4 and KCNQ2 inh inactive.
COCCCNC(=O)c1ccc(-c2csc(C)n2)cc1 was read as STK33 kinase inh -1.2, OX1R antag 12.2 and KCNQ2 inh inactive.
For COC(=O)c1ccc(OCCN2CCCCCC2)cc1 the results were STK33 kinase inh 0.6, OX1R antag 11.4 and KCNQ2 inh inactive.

The list goes on (3 carried over from the part before).
Screening CN(C(=O)COC(=O)c1ccc(Br)c([N+](=O)[O-])c1)c1c(N)n(Cc2ccccc2)c(=O)[nH]c1=O returned STK33 kinase inh -0.6, OX1R antag 28.4 and KCNQ2 inh inactive.
COCCCNC(=O)c1ccc(-c2csc(C)n2)cc1 was read as STK33 kinase inh -1.2, OX1R antag 12.2 and KCNQ2 inh inactive.
For COC(=O)c1ccc(OCCN2CCCCCC2)cc1 the results were STK33 kinase inh 0.6, OX1R antag 11.4 and KCNQ2 inh inactive.
`CSCCCc1cn([C@@H](CO)C(=O)NCCCCCCCCCCC(=O)N2CCNCC2)nn1` gave STK33 kinase inh -2.1 and OX1R antag 20.0.
Screening Cc1ccc(S(=O)(=O)N2CCC(n3nnc4cc(C)ccc43)CC2)cc1 returned STK33 kinase inh 0.0, OX1R antag 12.6 and KCNQ2 inh inactive.
Screening CC(OC(=O)C1CC(=O)N(Cc2ccccc2)C1)C(=O)Nc1ccc(F)cc1Cl (stereo not drawn) returned STK33 kinase inh -0.3, OX1R antag 18.1 and KCNQ2 inh inactive.
`CCOC(=O)C(CO)(NC(C)=O)C(=O)OCC` gave STK33 kinase inh -1.1, OX1R antag 18.9 and KCNQ2 inh inactive.
O=C(CCCn1c(SCC(=O)NCC2CCCO2)nc2ccccc2c1=O)NCc1ccccc1 (stereo not drawn) was read as STK33 kinase inh -1.6, OX1R antag 14.9 and KCNQ2 inh inactive.
Screening O=C(CCc1nnc(CCCc2ccccc2)o1)NCCc1ccco1 returned STK33 kinase inh -0.9, OX1R antag 9.4 and KCNQ2 inh inactive.
O=C(NNC(=O)c1ccc(Oc2cc(Cl)cc(Cl)c2)o1)c1ccccc1 was read as STK33 kinase inh -1.0, OX1R antag 6.0 and KCNQ2 inh inactive.
`c1cn(CCCNC2=NCCCCC2)cn1` gave OX1R antag 6.1 and KCNQ2 inh inactive.
Screening NC(=O)CSc1oc(-c2cccs2)nc1S(=O)(=O)c1ccccc1 returned STK33 kinase inh 0.3, OX1R antag 7.0 and KCNQ2 inh inactive.
`N#CCCn1cc(/C=N/NC(=O)c2ccncc2)c(-c2ccccc2)n1` gave STK33 kinase inh 0.4, OX1R antag 6.1 and KCNQ2 inh inactive.
Cc1ccc2[nH]c(=O)c(CN(Cc3nnnn3Cc3ccccc3)C3CCCC3)cc2c1 was read as STK33 kinase inh 1.7, OX1R antag 12.2 and KCNQ2 inh inactive.
Screening CCN(CC(=O)NCc1ccc(Cl)cc1)C(=O)/C=C/c1ccc(C#N)cc1 returned STK33 kinase inh 2.6, OX1R antag 18.4 and KCNQ2 inh inactive.
`O=C(N/N=C/c1cc([N+](=O)[O-])cc([N+](=O)[O-])c1O)/C(=C\c1cccs1)NC(=O)c1ccccc1` gave STK33 kinase inh -1.7, OX1R antag 25.1 and KCNQ2 inh inactive.
`Cc1cc(OCC(=O)NCC2CCC(C(=O)O)CC2)c2c(C)c(Cc3ccccc3)c(=O)oc2c1` (stereo not drawn) gave STK33 kinase inh -1.5, OX1R antag 8.8 and KCNQ2 inh inactive.
Screening CC(C(=O)N(C1CC1)C1(C(=O)Nc2ccccc2)CCCC1)N1C(=O)c2ccccc2C1=O (stereo not drawn) returned STK33 kinase inh -2.1, OX1R antag 26.6 and KCNQ2 inh inactive.
For CC(C)NC(=O)NC(=O)COc1ccc(Br)cc1Br the results were STK33 kinase inh -0.6, OX1R antag 3.9 and KCNQ2 inh inactive.
`Cc1ccc(C)c(OCc2nnc(N)s2)c1` gave STK33 kinase inh -0.1, OX1R antag 28.4 and KCNQ2 inh inactive.
For CCCNC(=O)CCn1cc(-c2ccc(OC)cc2)nc1CCN the results were STK33 kinase inh 0.6, OX1R antag 21.8 and KCNQ2 inh inactive.
Screening c1ccc(-c2cnc(-c3cccnc3)o2)cc1 returned STK33 kinase inh -1.6 and OX1R antag 19.3.
Screening O=C1NCCN(Cc2ccoc2)C1CC(=O)N(CCO)Cc1ccccc1 (stereo not drawn) returned STK33 kinase inh -1.3, OX1R antag 12.1 and KCNQ2 inh inactive.
O=C(NCCCN1CCc2ccccc2C1)Nc1ccc(Cl)cc1 was read as STK33 kinase inh -0.8, OX1R antag 14.6 and KCNQ2 inh inactive.
Screening CC(C)c1c(C(=O)N/N=C/c2ccc(OCc3ccccc3)cc2)nnn1-c1nonc1N returned STK33 kinase inh -1.3, OX1R antag 27.5 and KCNQ2 inh inactive.
`O=C1C2CCC(C(O)C2)N1Cc1ccccc1` (stereo not drawn) gave STK33 kinase inh -1.7, OX1R antag 15.9 and KCNQ2 inh inactive.
COc1ccc(NC(=O)c2ccco2)cc1NC(=O)c1cccnc1 was read as STK33 kinase inh 2.4, OX1R antag 3.2 and KCNQ2 inh inactive.
`O=C(CNC(=O)/C=C/c1ccco1)N=Nc1c(O)[nH]c2ccccc12` gave STK33 kinase inh 0.2, OX1R antag 15.2 and KCNQ2 inh inactive.
For N#Cc1cc2c(=O)n3ccccc3nc2n(CCCn2ccnc2)c1=N the results were STK33 kinase inh 0.1, OX1R antag 81.6* and KCNQ2 inh inactive.
`Cc1csc(=O)n1CC(=O)OCC(=O)NNC(=O)c1ccc([N+](=O)[O-])cc1` gave STK33 kinase inh -0.6, OX1R antag 75.5* and KCNQ2 inh inactive.
